OPRM1-OPRD1 ag – agonists of OPRM1-OPRD1 heterodimerization, primary screen, cell-based, luminescence | cells | activation, % at 9.3 µM | 340,000 tested, 0.3% active | AID 504326, 2011; in the data active = activation above about 18%;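 also: 0% = vehicle-treated cells and 100% = reference agonist; values of inactives mirror those of a sister screen read the other way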
Keap1 Nrf2 FP – Keap1-Nrf2 protein-protein interaction inhibitors, primary screen, biochemical, fluorescence polarization, single point. 340,000 tested, 0.15% active. Kelch-like ECH-associated protein 1 (Homo sapiens), Q14145. Keap1 Kelch-Nrf2 peptide fluorescence polarization, 1536-well. AID 504523, 2011. inhibition, % at 9.4 µM; in the data active = inhibition above about 12%;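 also: human Keap1 Kelch domain with fluorescein labeled Nrf2 9mer peptide probe; 0% = neutral control wells and 100% = peptide positive control; higher means more block of Keap1 binding to Nrf2 peptide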
MOR-DOR inv ag – inverse agonists of MOR-DOR heterodimerization, primary screen, cell-based, luminescence | Mu-type opioid receptor (Homo sapiens) + Delta-type opioid receptor (Homo sapiens), … | cell-based MOR-DOR heterodimer luminescence, inverse agonism | inhibition, % at 9.3 µM | 340,000 tested, 0.21% active; in the data active = inhibition above about 22%, passing the limit was not always enough;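 also: 0% = cells with DMSO and 100% = wells without cells with DMSO; values of inactives mirror those of a sister screen read the other way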
Cardiac RTF inh – cardiac RTF calcium sensitivity inhibitors, primary screen, biochemical, IANBD-TnC fluorescence, EC70 calcium; IANBD-labeled cardiac RTF, Ca2+ fluorescence; inhibition, % at 7.15 µM; 340,000 tested, 0.12% active;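 active = inhibition above the mean inhibition of all tested compounds plus 3 SD, cut at about 17% in these data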;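 also: assay run at fixed EC70 calcium of 1.6 mM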
V-ATPase pHluor – regulators of yeast V-ATPase proton pumping, primary screen, pHLuorin cytosolic pH fluorescence. 350,000 tested, 0.37% active. response, % at 10 µM. S. cerevisiae; in the data active = response mostly above about 7.3%, no sharp cut-off; inactive = mostly below about 5.4%; also: actives read high; inactives centre near 0; some compounds called inactive have numbers as strong as hits; reference of the scale not given here
Arrestin-AP2 inh – inhibitors of beta-arrestin/AP2 binding, primary screen, biochemical, GPCR trafficking, flow cytometry; AID 504490, 2011; 340,000 tested, 0.31% active; FITC-arrestin peptide / GST-AP2 beads; AP2 beta2 appendage carries R879A mutation; inhibition, % at 10 µM;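 active = inhibition above a set limit, near 3 SD of compounds lacking own fluorescence, cut at about 54% in these data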;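 also: plate controls were DMSO wells for no effect and 5 µM unlabelled arrestin peptide for full effect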
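System: GST-tagged AP2 beta2-adaptin appendage (R879A) on 4 µm glutathione beads / Reagent: FITC-arrestin peptide, 50 nM / Detection: HyperCyt-sampled flow cytometry, FL1 channel, ex 488/em 535 nm / Timing: 12 min plus 1 h, RT / Buffer or medium: PBS plus Tween 20 (0.05%) and BSA (0.1%)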
Pemphigus Ab inh – inhibitors of pemphigus antibody binding to DSG3, primary screen, biochemical, bead-based, flow cytometry, scFv-GFP; Desmoglein-3 (Homo sapiens), P32926; DSG3-coupled beads, scFv-anti-DSG3-GFP binding; active compounds read low; binding (percent of control), % at 10 µM; 310,000 tested, 0.48% active; AID 588358, 2011;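 active = binding more than 3 SD below its plate's average and above zero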;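 also: hits lower antibody fragment binding to DSG3; some compounds called inactive have numbers as strong as hits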
Target sequence (P32926 whole entry, looked up, the tested form may be a part): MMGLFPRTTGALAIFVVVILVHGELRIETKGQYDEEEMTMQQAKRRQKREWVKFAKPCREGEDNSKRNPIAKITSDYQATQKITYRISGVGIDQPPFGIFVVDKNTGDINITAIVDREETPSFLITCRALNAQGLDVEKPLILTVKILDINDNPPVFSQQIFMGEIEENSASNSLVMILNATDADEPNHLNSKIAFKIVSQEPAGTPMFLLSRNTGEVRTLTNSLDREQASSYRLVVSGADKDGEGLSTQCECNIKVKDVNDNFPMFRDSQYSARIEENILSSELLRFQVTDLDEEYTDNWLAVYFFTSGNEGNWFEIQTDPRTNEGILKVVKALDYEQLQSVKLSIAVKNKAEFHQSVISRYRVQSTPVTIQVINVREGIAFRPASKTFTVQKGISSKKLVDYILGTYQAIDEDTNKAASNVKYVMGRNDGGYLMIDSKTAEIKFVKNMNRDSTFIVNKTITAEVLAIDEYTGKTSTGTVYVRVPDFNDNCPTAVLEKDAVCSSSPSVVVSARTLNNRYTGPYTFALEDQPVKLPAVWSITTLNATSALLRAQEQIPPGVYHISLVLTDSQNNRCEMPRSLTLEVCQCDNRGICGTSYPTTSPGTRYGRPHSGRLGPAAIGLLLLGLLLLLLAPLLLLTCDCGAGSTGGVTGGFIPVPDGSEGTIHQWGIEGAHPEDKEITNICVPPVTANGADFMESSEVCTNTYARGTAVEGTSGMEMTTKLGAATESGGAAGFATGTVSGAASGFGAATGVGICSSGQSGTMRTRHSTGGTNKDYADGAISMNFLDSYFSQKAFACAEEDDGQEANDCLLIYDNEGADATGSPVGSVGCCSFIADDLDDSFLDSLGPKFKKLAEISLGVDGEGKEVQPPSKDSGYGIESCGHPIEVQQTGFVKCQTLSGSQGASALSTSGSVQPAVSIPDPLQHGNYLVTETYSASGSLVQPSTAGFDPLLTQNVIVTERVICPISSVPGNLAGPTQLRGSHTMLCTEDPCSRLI
LANA DNA inh – inhibitors of KSHV C-LANA binding to DNA, primary screen, biochemical, fluorescence polarization, FAM-LBS DNA, MBP-C-LANA, single point; inhibition, % at 9 µM; 340,000 tested, 0.078% active; Kaposi's sarcoma herpesvirus LANA C-terminal domain (residues 932-1162) DNA binding;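 active = highest replicate inhibition at or above 60% at 9 µM, even if other replicates fall short; inactive = all replicates below 60% inhibition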;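 also: 0% = neutral control wells and 100% = 4 µM acridine orange control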
Wnt bcat act – Wnt/beta-catenin pathway activators, primary screen, cell-based, plate reader, single point; 300,000 tested, 1.2% active; activation, % at 9.35 µM; Wnt/beta-catenin reporter cell assay, activator; in the data active = activation above about 30%, passing the limit was not always enough;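 also: 0% = neutral control wells and 100% = positive control wells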
cardiac RTF act – cardiac RTF calcium sensitivity activators, primary screen, biochemical, IANBD-TnC fluorescence, EC20 calcium | Troponin I, cardiac muscle (Homo sapiens) + Troponin T, cardiac muscle (Homo sapiens) + … | IANBD-labeled TnC RTF fluorescence at EC20 calcium; 0% EC20 calcium, 100% full calcium | activation, % at 7.2 µM | 340,000 tested, 0.24% active;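 active = activation above the mean over all tested compounds plus 3 SD, cut at about 30% in these data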;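 also: rise in fluorescence read as greater calcium sensitivity of cardiac thin filaments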
The depositor's hits bear a star; · = not tested or not shown.

| Structure | OPRM1-OPRD1 ag | Keap1 Nrf2 FP | MOR-DOR inv ag | Cardiac RTF inh | V-ATPase pHluor | Arrestin-AP2 inh | Pemphigus Ab inh | LANA DNA inh | Wnt bcat act | cardiac RTF act |
| --- | --- | --- | --- | --- | --- | --- | --- | --- | --- | --- |
| CCN(CC)CCN1C(=O)C(=O)/C(=C(/O)c2ccc(S(=O)(=O)N3CCOCC3)cc2)C1c1ccccc1 (centres undefined) | 3.6 | -3 | -29 | -1 | 2 | 8 | 116 | 0.8 | 0 | -7 |
| N=C(N)SCCc1cccc(CCSC(=N)N)c1 | -0.7 | -2 | 4 | -8 | -5 | 2 | 104 | -1.3 | 1 | 5 |
| COc1ccccc1N1CCN(S(=O)(=O)CCNC(=O)CC2CCCCC2)CC1 | 0.1 | 1 | 0 | -1 | -4 | 6 | 105 | -0.8 | 1 | 0 |
| CCOC(=O)Cn1c(=O)oc2cc(S(=O)(=O)NC(C)c3ccccc3)ccc21 (centres undefined) | -1.4 | 3 | 8 | -4 | -1 | -5 | 98 | -0.3 | -4 | -7 |
| COc1ccc(NC(=O)C(=O)NNC(=O)COc2ccc(OC)cc2)cc1 | -1.4 | -5 | 7 | -1 | 2 | 8 | · | 0.4 | 3 | -2 |
| CC(=O)Cc1cc2cc([N+](=O)[O-])ccc2oc1=O | · | · | · | · | 0 | -7 | 98 | · | -1 | · |
| O=C(OCCCOC(=O)c1ccc(O)cc1)c1ccc(O)cc1 | -1.1 | 1 | 6 | -2 | -1 | -13 | 113 | 0.5 | 1 | -4 |
| CCc1ccccc1NC(=S)N(CCN(C)C)Cc1cccs1 | -0.6 | -1 | 3 | 8 | -2 | 0 | 108 | 1.0 | -2 | 10 |
| NC(=O)CCCc1nc(-c2ccccc2Cl)no1 | -1.2 | 5 | 6 | -10 | 1 | -1 | 98 | -0.4 | · | -5 |
| O=[N+]([O-])c1ccc(N2CCN(S(=O)(=O)c3ccccc3)CC2)cc1NCCN1CCOCC1 | 1.7 | 0 | -8 | -8 | -6 | 7 | 103 | -0.7 | · | -5 |
| CC(OC(=O)CC1CCCC1)C(=O)Nc1ccc(S(N)(=O)=O)cc1 (centres undefined) | -0.9 | -3 | 6 | 1 | 3 | -2 | 103 | 1.3 | 0 | -4 |
| O=C(Cc1c(F)cccc1Cl)Nc1cc(S(=O)(=O)N2CCCCC2)ccc1N1CCOCC1 | -3.2 | 1 | 17 | -4 | 2 | 27 | 97 | -1.1 | -4 | 0 |
| CN(C)CCNC(=O)C(c1ccccc1)c1ccccc1 | -2.4 | -3 | 12 | -2 | 4 | -8 | · | 1.8 | 0 | 8 |
| O=C(Cn1nc(-c2ccc(Cl)cc2)ccc1=O)N1CCN(c2ccccc2)CC1 | 0.4 | 2 | -2 | -5 | -9 | 8 | 97 | 11 | · | -5 |
| O=C(N1CCCCC1)C1(c2ccccc2)CCOCC1 | 0.7 | -1 | -4 | -6 | -1 | 6 | 104 | -0.9 | -2 | -3 |
| O=S(=O)(N[C@@H]1C[C@H]2CC[C@@H]1C2)c1cccs1 | -1.9 | 1 | 11 | -5 | -8 | 14 | 97 | 0.5 | · | 2 |
| CCC1(C)NC(=O)N(CC(=O)c2cc(C)n(C3CC3)c2C)C1=O (centres undefined) | -1.9 | 3 | 11 | -14 | -2 | -11 | 110 | -1.3 | 1 | 1 |
| Cc1cccc(C)c1-n1c(C)cc(/C=C2\C(=O)NN(c3ccccc3)C2=O)c1C | 3.8 | 2 | -20 | 0 | -9 | 1 | 83 | 1.2 | · | -5 |
| Cc1nnc(NN2CCOCC2)[nH]c1=O | · | 1 | · | · | -3 | 10 | 101 | 1.3 | 0 | · |
| CC(=O)c1cccc(NC(=O)C(C)OC(=O)CN2C(=O)NC(C)(C)C2=O)c1 (centres undefined) | -2.4 | -1 | 10 | 1 | -1 | -4 | 95 | 1.3 | -3 | 2 |
| O=C(CCN(NC(=O)c1ccccc1)C1=NS(=O)(=O)c2ccccc21)NC1CCCCC1 | -4.1 | 3 | 18 | 1 | -2 | -2 | 98 | -0.9 | · | 5 |
| Cc1ccc(C(C)C)c(OCc2nc(-c3nonc3N)no2)c1 | 4.6 | -2 | -26 | -8 | -2 | -5 | 98 | -1.4 | 19 | -2 |
| CC(=O)NC1(C(F)(F)F)C(=O)Nc2c1c(=O)n(C)c(=O)n2C (centres undefined) | -1.2 | -1 | 7 | -2 | -8 | 21 | · | -0.5 | -7 | 5 |
| Clc1ccc(OCCCN2CCc3ccccc3C2)c(Br)c1 | 5.1 | 5 | -24 | -8 | 3 | -5 | 103 | 1.2 | 0 | -4 |
| COc1ccc(CNC(=O)C(=O)c2cn(CC(=O)N3CCCC3)c3ccccc23)cc1 | -2.9 | 4 | 16 | -3 | 7 | -18 | 119 | 0.5 | 2 | 7 |
| COC(=O)c1ccc(COc2ncnc3c(Cl)cc(Cl)cc23)o1 | -2.1 | 0 | 13 | 0 | 4 | -10 | 103 | 0.3 | · | -5 |
| Cc1ccc(N(CN2CCCC2=O)C(=O)c2ccccc2)cc1 | 0.2 | -6 | -1 | -8 | 4 | 16 | · | -1.3 | 1 | -1 |
| CC(=O)Nc1ccc(Nc2nc3ccccc3n3cnnc23)cc1 | -3.6 | -2 | 16 | -4 | 3 | 9 | 94 | -2.9 | 6 | 1 |
| Cc1ccccc1NS(=O)(=O)c1ccc2[nH]cc(C(=O)N(C)Cc3ccco3)c(=O)c2c1 | -1.1 | -6 | 7 | -15 | -2 | -5 | 98 | 2.8 | · | 5 |
| COc1ccc2[nH]c(=O)c(CN(C(C)=O)c3ccc(C)cc3C)cc2c1 | -0.7 | -6 | 3 | -3 | -1 | -12 | 94 | -0.5 | 0 | -1 |
| COCCCNC(=S)NNC(=O)c1cc(-c2ccncc2)nc2ccccc12 | -5.6 | -7 | 29 | -1 | 2 | -15 | 98 | 2.1 | 1 | -2 |
| C/C(=C\C(=O)c1ccc(C)cc1)Nc1cccc(O)c1 | -1.7 | 2 | 10 | -1 | 0 | -8 | 126 | 17 | · | -13 |
| O=C(COC(=O)c1ccc([N+](=O)[O-])o1)Nc1ccc2c(c1)OCO2 | 3.1 | -6 | -16 | 1 | 4 | 38 | 90 | -0.4 | -3 | -5 |
| O=C/C(=C\Nc1ccc(C(=O)N2CCOCC2)cc1)c1nc2ccccc2o1 | -0.9 | 0 | 5 | -2 | 2 | 8 | 103 | 0.6 | -1 | 4 |
| Cc1cccc(C)c1NC(=O)CNC(=O)CNC(=O)c1ccc2c(c1)OCO2 | -0.5 | -3 | 3 | 8 | -2 | 29 | 91 | 0.9 | -2 | -5 |
| COc1cc2c(cc1OC)CN(C(=O)c1ccncc1)CC2 | -2.4 | 2 | 11 | -1 | -1 | -9 | 107 | -0.2 | -2 | -9 |
| Cc1ccc(S(=O)(=O)N2CCC(C(=O)OC(C)C(=O)NCc3ccc4c(c3)OCO4)CC2)cc1 (centres undefined) | 0.4 | -1 | -2 | -8 | 1 | -10 | 118 | -2.0 | · | 5 |
| O=c1[nH]c(CN(CCO)CCO)nc2c1C1(CCCCC1)Cc1ccccc1-2 | 0.7 | -7 | -4 | -5 | 5 | 8 | 107 | -0.8 | · | -2 |
| Cc1cc(C)nc(SC(C)C(=O)O)n1 (centres undefined) | -1.5 | -4 | 9 | -4 | 2 | 8 | 102 | 0.4 | -5 | -7 |
| O=C(CCS(=O)(=O)c1ccc(Br)s1)NC1CCCC1 | -2.5 | 1 | 15 | -4 | -1 | 19 | · | -0.2 | 1 | 2 |
| Cc1ccc(C)c(-c2cc(C(=O)NNC(=S)NCC(C)C)c3ccccc3n2)c1 | -3.5 | 2 | 21 | 1 | -2 | -6 | 102 | -2.2 | 0 | -5 |
| CCCCn1c(N)c(N(CC(C)C)C(=O)c2ccc(Br)o2)c(=O)[nH]c1=O | -0.1 | -4 | 1 | 0 | -1 | 0 | 122 | -1.2 | -3 | 3 |
| CC(C)(C)c1ccc(C(=O)N2CCC(C(=O)c3ccccc3)CC2)cc1 | 2.0 | -2 | -12 | 1 | -5 | -8 | 96 | 0.9 | 4 | 2 |
| O=C(NCCCn1ccnc1)c1ccc2nccnc2c1 | -3.6 | 0 | 18 | -8 | 0 | 0 | · | -0.3 | -1 | -1 |
| Cc1cc2cc(CN(C(=O)C3CC3)C3CCCC3)c3nnnn3c2cc1C | -1.2 | -2 | 7 | 8 | -1 | 0 | 102 | -0.3 | · | 2 |
| CC(C)(C)N(CC#CCC1(O)c2ccccc2-c2ccccc21)CCO | -1.1 | -4 | 5 | 4 | 5 | 0 | 102 | 1.0 | 1 | 5 |
| Cc1ccc(S(=O)(=O)Nc2nc(N)n(-c3ccccc3)n2)cc1 | · | 3 | · | · | -1 | -7 | 100 | 13 | -1 | · |
| COC(=O)C1(O)CC(C(C)C)=NN1C(=O)c1ccccc1 (centres undefined) | -4.1 | 0 | 20 | 10 | 0 | 2 | 106 | 1.5 | · | -10 |
| O=C(CSc1nnc(NC(=O)c2ccccc2F)s1)NC1CCCC1 | 0.7 | -2 | -6 | -8 | -1 | 1 | 100 | -0.2 | 10 | -3 |
| COc1cccc(/C=C/C(=O)OCCN2C(=O)c3ccccc3C2=O)c1 | 2.7 | -2 | -13 | -18 | 3 | -8 | 101 | 2.6 | 1 | -1 |
| CCC(=O)Nc1ccc(Cl)c(NC(=O)c2cccc(OC)c2)c1 | -4.3 | 6 | 21 | 1 | 5 | 33 | 89 | -1.7 | -2 | 7 |
| O=C(COC(=O)C1CCCCC1)NCCc1ccccc1 | -4.4 | -1 | 20 | 8 | -3 | 0 | 105 | 2.1 | 3 | 2 |

Source: PubChem
